14-3-3g Raf: modulators of human 14-3-3 gamma - Raf peptide interaction; actives 0.19% (n = 160,000); inhibition, % at 40 µM; P61981; FP, 14-3-3gamma / TMR-pS259-Raf peptide binding; in the data active = inhibition above about 30%;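 note: 0% = protein plus tracer without compound and 100% = blank with tracer alone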
Target sequence (P61981 whole entry, looked up): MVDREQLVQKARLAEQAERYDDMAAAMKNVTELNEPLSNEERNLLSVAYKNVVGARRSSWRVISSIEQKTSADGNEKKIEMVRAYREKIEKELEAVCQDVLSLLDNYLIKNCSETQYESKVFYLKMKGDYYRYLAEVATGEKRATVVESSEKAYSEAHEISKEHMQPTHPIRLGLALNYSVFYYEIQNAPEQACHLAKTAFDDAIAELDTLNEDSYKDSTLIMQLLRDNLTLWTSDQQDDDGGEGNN
* hit, by the source's call; & = joins results of further samples.

smiles	14-3-3g Raf
CCC(=O)N1CCc2cc(S(=O)(=O)NC(C(=O)NC(C)c3ccccc3)C(C)C)ccc21 (configuration not stated)	-1.2
Cn1ccnc1Sc1nc2c(c(=O)n(C)c(=O)n2C)n1C	-2.2
Cc1ccccc1N1C(=O)CSC12C(=O)Nc1ccccc12 (configuration not stated)	-3.6
CCOc1cc2oc(=O)cc(C)c2cc1Cl	5.5
Cc1cccc(NC(=O)NC(=O)N(C)S(C)(=O)=O)c1	-3.1
O=C(Nc1cc(C(=O)N2CCN(c3ccccc3Cl)CC2)ccc1N1CC2CC(C1)c1cccc(=O)n1C2)c1cc2ccccc2oc1=O (configuration not stated)	-2.7
CCN(CCO)C(=O)c1ccc2c(=O)n(CCOC)c(=S)[nH]c2c1	-0.8
Cc1onc(-c2ccccc2)c1C(=O)Nc1cccc2c1C(=O)c1ccccc1C2=O	-39.9
CC(C)C[C@H](NC(=O)[C@H](O)[C@H](N)Cc1ccccc1)C(=O)O	-2.2
COc1ccc(S(=O)(=O)NCCSCc2ccco2)cc1	-12.9&1.9
Cc1ccc(C2=NC3(CCCCC3)NC(c3cc(Br)ccc3O)C2)cc1 (configuration not stated)	-5.1
COc1cc(C2Oc3nc(SC)nnc3-c3ccccc3N2C(C)=O)cc(OC)c1OC (configuration not stated)	3.5

Reformatted: entries from further up
14-3-3g Raf,smiles
-1.2,CCC(=O)N1CCc2cc(S(=O)(=O)NC(C(=O)NC(C)c3ccccc3)C(C)C)ccc21 (configuration not stated)
-2.2,Cn1ccnc1Sc1nc2c(c(=O)n(C)c(=O)n2C)n1C

Additional entries.
smiles	14-3-3g Raf
Cc1ccc2c(c1)c(C)c(C)n2CC(O)CN1CCCCC1C (configuration not stated)	-1.1
COc1ccc(CNC(=O)c2ccc3c(c2)ncn3C2CCCC2)cc1	-7.3
COc1ccccc1Nc1ncnc2ccccc12	-5.1&1.7
Cn1c(SC2C(=O)CC(C)(C)CC2=O)nnc1-c1ccco1	-1.5
CCOc1cc(NC(=O)c2cnccn2)c(OCC)cc1NC(=O)c1ccc(OC)cc1	-2.1
CC1=C(C(=O)NCc2ccccc2)C(c2ccccc2OCC(N)=O)NC(=O)N1 (configuration not stated)	13.4
CCn1c(=O)c(-c2ccccc2)c(O)c2ccccc21	1.4
O=C(NC1CCCCC1)N1CCN(Cc2nc3ccccc3c(=O)[nH]2)CC1	-5.7
CCOc1ccc(N2C(=O)CC(SCCN)C2=O)cc1 (configuration not stated)	-9.1
CC(CCc1ccccc1)Nc1ncnc2c1sc1nc3c(cc12)COC(C)(C)C3 (configuration not stated)	-2.5
COC(=O)c1sccc1NC(=O)c1cc(-c2ccc(C)o2)nc2ccccc12	-35.7
COCc1nc2ccccc2n1CCCOc1ccccc1	2.0

Brought forward from above: five compounds, followed by the next part.
smiles	14-3-3g Raf
O=C(NC1CCCCC1)N1CCN(Cc2nc3ccccc3c(=O)[nH]2)CC1	-5.7
CCOc1ccc(N2C(=O)CC(SCCN)C2=O)cc1 (configuration not stated)	-9.1
CC(CCc1ccccc1)Nc1ncnc2c1sc1nc3c(cc12)COC(C)(C)C3 (configuration not stated)	-2.5
COC(=O)c1sccc1NC(=O)c1cc(-c2ccc(C)o2)nc2ccccc12	-35.7
COCc1nc2ccccc2n1CCCOc1ccccc1	2.0
CCC(=O)N1CCc2cc(S(=O)(=O)NCCC(=O)N3CC(C)CC(C)C3)ccc21 (configuration not stated)	0.7
Cc1ccc(C)c(Cc2c(C)nc3c(C(=O)N4CCc5ccccc5C4)cnn3c2C)c1	-64.0
C1=CCC(/C=N/n2cnnc2)CC1 (configuration not stated)	1.3
C=CCn1c(SCC(=O)Nc2ccc(N(C)C)cc2)nnc1-c1cccc(C)c1	-11.2
CCOc1ccc(-c2nnn(CC(=O)Nc3cc(OC)cc(OC)c3)n2)cc1OCC	-0.7
CCn1c(-c2ccc(OC)c(F)c2)csc1=Nc1ccccc1	-9.4
CN(CC#CCC(O)(c1ccccc1)C1CCCC1)Cc1ccccc1 (configuration not stated)	11.0
C=CCOc1ccc(C2C(C(=O)OCC)=C(C)N=C3SCCC(=O)N32)cc1 (configuration not stated)	-4.0
COc1cc(C(C)=O)ccc1OCC(=O)c1cc(C)n(C2CC2)c1C	-5.6
Cc1ccc(NC(=O)c2cc3c(C)nn(-c4ccccc4)c3s2)c(C)c1	2.3
c1ccc(-n2c(-c3ccncc3)nnc2-c2ccco2)cc1	4.3
CNC(=O)c1ccccc1-c1ccccc1	-2.5
COc1ccc(/C(O)=C2/C(=O)C(=O)N(CCN3CCOCC3)C2c2cccnc2)cc1OC (configuration not stated)	10.0
CCCCOC(=O)C1=C(C)Nc2ncnn2C1c1cccc(OC)c1 (configuration not stated)	-7.7
O=C(Nc1ccc(-n2cnnn2)cc1)C1CCC1	2.4
Cc1sc2ncn(CC(=O)NCCCC(=O)Nc3ccc(F)cc3)c(=O)c2c1C	-0.6
C/C=C(\C)CN1CCc2cc(OC)c(OC)cc2C1	0.8
N#CCCN(CCC#N)c1nnc(-c2ccccc2)s1	-0.6
CCOc1cc(CNc2ncc(-c3ccc(OC)cc3)n2C)ccc1O	-5.7
Cc1ccc(SCCC(=O)N(C)C)cc1	7.9
Nc1nonc1Sc1ccccn1	-2.9
O=C1N=C(O)CN1/N=C/c1ccc(-c2ccc([N+](=O)[O-])cc2)o1	-12.7
Cc1ccc2nc(-c3ccc(C)o3)c(Nc3ccc4c(c3)OCCO4)n2c1	-7.4
O=C(CSc1nnc(-c2c[nH]c3ccccc23)o1)N(Cc1ccccc1)c1ccc(F)cc1	-4.5
O=c1c2sccc2nc(SCc2cc(=O)n3ccccc3n2)n1Cc1ccccc1	-2.3
COC(=O)C1=C(C)N(C)C(C)=C(C(=O)OC)C1c1ccc(C(=O)OC)cc1	113.4*
Brc1ccc(-c2c[n+]3c(n2Cc2ccccc2)SCCC3)cc1	8.1
Cc1nc(N2CCOCC2)c2c(C)c(C(=O)Nc3cc(Sc4ccc(F)cc4)cc([N+](=O)[O-])c3)sc2n1	0.1
Cn1cc(C(=O)N2CCN(c3ccccc3)CC2)c2c3ccccc3n(C)c2c1=O	-2.7
Cc1ccc(NC(=O)c2cc(S(=O)(=O)N3CCCCCC3)ccc2F)cc1F	0.5
C=CCc1c(NCc2ccccc2)nc(C)nc1NCc1ccccc1	5.5
CCCOC(=O)C1=C(C)NC2=C(C(=O)CCC2)C1c1cccc(Cl)c1 (configuration not stated)	0.0
COc1ccc(N/C(=N\c2nc(C)cc(C)n2)NC(=O)c2ccccc2)cc1OC	-5.8
O=C1CC(c2ccco2)CC(O)=C1C=Nc1cc(Cl)ccc1O (configuration not stated)	-9.3
O=C(NC1CC1)c1ccc(CS(=O)(=O)c2c(Cl)cccc2Cl)o1	-0.3
CC(=O)c1c(C)[nH]c(C(=O)NCc2ccc(F)cc2)c1C	-16.6
c1ccc(Nc2nc3ccccc3n2CCOc2ccccc2)cc1	-0.8
O=C1NC(NS(=O)(=O)c2ccccc2)(C(F)(F)F)C(=O)N1Cc1cccnc1 (configuration not stated)	-5.0
Cc1ccc(CCN2CC(C(=O)NC(C)C)CC2=O)cc1 (configuration not stated)	-6.8
COc1ccc(C(=O)Nc2sc3c(c2C#N)CCC(C)C3)cc1OC (configuration not stated)	2.8
O=C(Nc1ccc(C(=O)OC2CCCCC2)cc1)c1cccc(Cl)c1	-11.3
CCCCNS(=O)(=O)c1ccc2nc(SCC(=O)c3ccc(C#N)cc3)[nH]c2c1	-6.2
Cc1cc(C(C)(C)C)ccc1OCCN(C)C	1.7
Cc1oc(-c2ccsc2)[n+]([O-])c1C	11.8
Cc1ccc(C2/C(=C(\O)c3ccc(Br)cc3)C(=O)C(=O)N2c2nccs2)cc1 (configuration not stated)	-11.9
CCOC(=O)c1ccc(NC(=O)CS(=O)(=O)c2cn(CC)c3ccccc23)cc1	1.8
O=S(=O)(N=C(Nc1ccc(S(=O)(=O)Nc2nccs2)cc1)c1ccccc1)c1ccccc1	-6.3
COc1cc(OC)cc(C(=O)N2CCN(c3ccc([N+](=O)[O-])cc3Cl)CC2)c1	1.5
CCN(CC)S(=O)(=O)c1ccc(F)c(C(=O)NCCC(C)C)c1	1.3&3.9
CC(=O)N1CCc2cc(S(=O)(=O)Nc3ccc(C)cc3C)ccc21	-1.4
CCOCC(=O)Nc1nc2ccc(S(C)(=O)=O)cc2s1	6.1
CCCc1cc(N2CCCC(C(=O)NCc3ccc4c(c3)OCO4)C2)n2ncnc2n1 (configuration not stated)	-5.0
CCn1c2ccccc2c2cc(NC(=O)c3cc4c(=O)oc5ccccc5c4s3)ccc21	-4.7
O=C(NC1CCCc2ccccc21)C(NS(=O)(=O)c1cccs1)c1ccccc1 (configuration not stated)	-83.0
O=C(O)CNc1ccc(Cl)cc1C(=O)c1ccccc1	-0.1
COc1cc(-c2nc3sc(C)c(C)c3c(=O)o2)cc(OC)c1OC	-1.5
O=C1CC(N2CCN(CC=Cc3ccccc3)CC2)C(=O)N1c1ccc(Br)cc1 (configuration not stated)	-3.2
Cc1sc2ncn(CC(=O)Nc3ccc(Oc4ccccc4)cc3)c(=O)c2c1S(=O)(=O)N1CCN(C)CC1	-1.2
O=c1[nH]c(SCc2ccc([N+](=O)[O-])cc2)nc2c1cnn2-c1ccc(F)cc1	4.7
Cc1cc(OCC(=O)Nc2cccc(-c3nc4ccccc4[nH]3)c2)cc(C)c1Cl	-7.5

Following part.
smiles	14-3-3g Raf
COc1ccccc1NC(=O)CSc1ccc2nnc(-c3ccccn3)n2n1	-5.9
Cc1cc(N2CCC(C)CC2)nc2ccc(NC(=O)CCC(=O)NCc3ccc(F)cc3)cc12	-7.0
O=C(CSc1ncnc2c1nnn2-c1ccc(F)cc1)NCC1CCCO1 (configuration not stated)	4.7
CCCC1=NN(C(=O)c2ccncc2)C(O)(C(F)(F)F)C1 (configuration not stated)	-3.8
CCCCCc1c(C)nc(NCc2ccccc2)[nH]c1=O	-0.9
FC(F)(F)C1(C(F)(F)F)N=C(c2ccc(Cl)cc2)OC(N2CCOCC2)=N1	4.2
Cc1ccc(NC(=O)CSc2nnc(-c3cnccn3)n2Cc2ccco2)cc1C	-1.0
CCCc1nnc(NC(=O)c2c(O)c3cccc4c3n(c2=O)CCC4)s1	-6.5&-7.3
O=C(CSc1ncnc2ccccc12)N1CCCC1	-10.0
COc1ccccc1CNC(=O)c1ccc2c(=O)n(CCc3ccccc3)c(=O)[nH]c2c1	-1.7
O=C(Cc1ccc(-n2c(=O)[nH]c3ccccc3c2=O)cc1)N1CCN(c2ccccn2)CC1	-7.3
CC(=NCC1CCCO1)c1c(O)[nH]c(=O)[nH]c1=O (configuration not stated)	-5.2

Carrying on:
Molecule,14-3-3g Raf
CSc1nc2n(n1)C(c1cccs1)C1=C(CCCC1=O)N2 (configuration not stated),1.9
COc1ccc([N+](=O)[O-])cc1CSc1nc2ccc(N3C(=O)c4ccc([N+](=O)[O-])cc4C3=O)cc2s1,-1.9
Cc1ccccc1NC(=O)c1ccc(C)c(S(N)(=O)=O)c1,-2.8
CCn1cnc2sc(C(=O)Nc3ccc(Br)cc3C)c(C)c2c1=O,-5.1
CCOc1cc(C2Nc3ccccc3NC3=C2C(=O)CC(c2ccccc2)C3)cc(Cl)c1O (configuration not stated),1.9
CCOc1ccc(-c2nc(C#N)c(N3CCN(CC)CC3)o2)cc1,2.3
COC(=O)c1ccc(NC(=O)CSc2nc3c([nH]2)c(=O)n(C)c(=O)n3C)cc1,0.3
CCOC(=O)c1cnc2ccc(OCC)cc2c1Nc1ccc(I)cc1,-27.1
Clc1ncnc2scc(C3COc4ccccc4O3)c12 (configuration not stated),-30.2
O=C(CN(c1cc(C(F)(F)F)ccc1Cl)S(=O)(=O)c1ccccc1)Nc1ccc(S(=O)(=O)N2CCOCC2)cc1,0.4
CCCc1cc(C(=O)N2CCN(c3ccccc3C)CC2)cs1,4.3
CCOC(=O)Cc1csc(SCC(=O)c2c(N)n(CC(C)C)c(=O)n(C)c2=O)n1,0.6
Cc1cc(C)c(-c2cc(C(F)(F)F)no2)c(=O)[nH]1,2.1
O=C(CN1C(=O)c2ccccc2S1(=O)=O)N1CCc2ccccc2C1,-5.5
COc1ccc(Nc2cc(C)nc3c(C)ccc([N+](=O)[O-])c23)cc1,8.7
COc1ccc([N+](=O)[O-])cc1N1C(=O)C2C3c4ccccc4C(C)(c4ccccc43)C2C1=O (configuration not stated),1.8
CC(C)(C)c1ccc(-c2nc(-c3ccc(Cl)cc3)no2)cc1,-2.2
O=C(COc1ccc([N+](=O)[O-])cc1)c1ccccc1,9.6
O=C(O)C(Cc1ccccc1)NS(=O)(=O)c1ccccc1F (configuration not stated),-2.3
COc1ccc(Nc2nc(Nc3ccc(OC)cc3)nc(-n3[nH]c(=O)c(C)c3C)n2)cc1,3.8
CSc1ccc(CN2CCN(S(=O)(=O)c3ccc(Cl)cc3)CC2)cc1,-1.6
COC(=O)c1ccc(-c2nc3ccccc3o2)cc1,4.7
COc1ccc(F)cc1S(=O)(=O)N1CCC(C(N)=O)CC1,-7.6
COc1ccc(OC)c(NC(=O)CSc2nnc(CNC(=O)c3ccco3)o2)c1,-8.2
Cn1c(=O)c2c(ncn2Cc2ccccc2F)n(C)c1=O,6.9
O=C(Cn1cnc2sc3c(c2c1=O)CCCC3)c1ccc(Cl)cc1,-2.8
CC(C)(C)C1CCc2c(sc(NC(=O)c3cc4n(n3)C(C(F)(F)F)CC(c3cccs3)N4)c2C#N)C1 (configuration not stated),0.8
COc1cc2c(=O)n(Cc3ccccc3Cl)c(=O)n(CC(=O)NC3CCCCC3)c2cc1OC,2.3
Cc1ccc(-c2noc(CCC(=O)N3CCC(Cc4ccccc4)CC3)n2)cc1,1.4
Cc1cccc(N2CCN(C(=O)Cc3ccc(-n4c(=O)[nH]c5ccsc5c4=O)cc3)CC2C)c1 (configuration not stated),-7.7
O=C(NCc1cccs1)c1cc(S(=O)(=O)N2CCc3ccccc32)ccc1F,-6.8
O=C(NCc1cccc(Cl)c1)c1ccc(N2CC3CC(C2)c2cccc(=O)n2C3)c(NC(=O)c2ccncc2)c1 (configuration not stated),-8.8

A portion of the library. The share of hits here may be higher or lower than overall.
